Compound activity deposited in PubChem BioAssay by National Center for Advancing Translational Sciences (NCATS).
TDP1 inh: qHTS Assay for Inhibitors of Tyrosyl-DNA Phosphodiesterase (TDP1). Tyrosyl-DNA phosphodiesterase 1 (Homo sapiens), Q9NUW8. recombinant TDP1, AlphaScreen DNA substrate cleavage. Potency, µM (doses to about 130 µM), for inactives: top-dose activity change, negative = inhibition, most hits filed as inhibitors. 350,000 compounds, 0.28% hits. AID 485290, 2010; also: nearly all actives have a fitted effect of over 40% in size
Target sequence (Q9NUW8 whole entry, looked up): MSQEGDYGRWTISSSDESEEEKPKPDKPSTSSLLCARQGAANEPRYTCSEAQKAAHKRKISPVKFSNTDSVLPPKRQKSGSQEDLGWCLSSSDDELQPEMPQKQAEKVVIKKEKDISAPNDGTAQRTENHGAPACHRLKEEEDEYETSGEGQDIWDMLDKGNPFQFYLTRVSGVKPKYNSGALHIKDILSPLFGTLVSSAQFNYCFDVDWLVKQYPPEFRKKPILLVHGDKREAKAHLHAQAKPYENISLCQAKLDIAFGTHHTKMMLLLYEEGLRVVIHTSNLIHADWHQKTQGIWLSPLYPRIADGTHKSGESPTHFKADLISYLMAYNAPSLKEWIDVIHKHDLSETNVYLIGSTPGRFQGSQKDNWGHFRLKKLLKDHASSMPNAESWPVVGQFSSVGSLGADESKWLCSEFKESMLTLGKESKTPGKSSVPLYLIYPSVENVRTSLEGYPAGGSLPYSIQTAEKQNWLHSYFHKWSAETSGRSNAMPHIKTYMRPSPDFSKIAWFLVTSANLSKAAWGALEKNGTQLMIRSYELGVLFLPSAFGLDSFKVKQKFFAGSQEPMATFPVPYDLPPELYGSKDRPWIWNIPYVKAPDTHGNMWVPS
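AlphaScreen read-out: signal falls as enzyme removes the 3' tyrosine-FITC from a 5'-biotinylated DNA oligo (15 nM, 5 min, RT). Enzyme was E. coli-made recombinant Tdp1 at 1 nM, exposed to compound for 15 min beforehand; beads 10 ug/ml, 10 min.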
DT40 TDP1 no CPT: qHTS for Inhibitors of human tyrosyl-DNA phosphodiesterase 1 (TDP1): qHTS in cells in absence of CPT | DT40 Tdp1-/- hTDP1 cells, no CPT, ATP luminescence, 48 h | Potency, µM (doses to about 46.2 µM), without a hit: top-dose activity change, negative = growth inhibition, actives largely listed as inhibitors | 420,000 compounds, 15% hits; also: nearly all actives have a fitted effect of over 55% in size
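Stably hTDP1-transfected Tdp1-null chicken DT40 cells were treated with library compounds minus camptothecin and grown for at least 48 hr at 37 °C, after which cellular ATP was quantified by luminescence.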
DT40 TDP1 CPT: qHTS for Inhibitors of human tyrosyl-DNA phosphodiesterase 1 (TDP1): qHTS in cells in presence of CPT; 420,000 compounds, 12% hits; Potency, µM (titrated, usually from 46.2 µM), without a hit: at the top dose activity change, negative = growth inhibition, most hits filed as inhibitors; AID 686979, 2013; chicken DT40 Tdp1-/-;hTDP1 cells + 20 nM CPT, ATP luminescence, 48 h; also: nearly all actives have a fitted effect of over 55% in size
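Chicken DT40 Tdp1-/- cells complemented with human TDP1, 400 cells/well, exposed to compounds plus 20 nM camptothecin for at least 48 h at 37 C; viability read as ATP content by CellTiter-Glo luminescence.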
* = called active by the depositor; ? = inconclusive; nt = no result given; & = joins results of further samples; [ ] = dose if it differs, or a comment. Calls follow the shape of the dose curve; as a rule, active = well fitted curve in the direction sought with a large enough effect; inconclusive = small, poorly fitted or top-dose-only effect, or another doubt; inactive = no such curve, though single readings can be large; an effect the other way counts as inactive or inconclusive. % is scaled to controls: 0 for no effect and ±100 for the full control effect; potency is read from the fitted curve at half-maximal effect.

Structure | TDP1 inh | DT40 TDP1 no CPT | DT40 TDP1 CPT
Cc1cccc2cc(C3CC(c4ccco4)=NN3C(=O)CCC(=O)O)c(Cl)nc12 (configuration not stated) | 11% | ? | ?
O=C(C[C@@H]1C/C=C\C[C@H](Cc2ccc(F)cc2)C(=O)OC[C@@H]2CCCN2C1=O)N[C@H](CO)Cc1ccccc1 | 2% | 16µM* | 18µM*
CCOC(=O)CSc1nnc(CNc2ccccc2Cl)n1-c1ccccc1 | 0% | ? | ?
COc1ccc(-c2cc3nc(-c4ccccc4)cc(N4CCN(C(=O)c5ccccc5)CC4)n3n2)cc1 | nt | 4.1µM* | 15µM*
Cc1cc(=O)oc2cc(OCC(=O)NCCN3CCOCC3)ccc12 | 2% | 25% | 21%
Cc1ccccc1CSc1nnc2[nH]c(=O)cc(C)n12 | 0% | -2% | 5%
O=C(NC1CC(=O)N(c2ccc(Cl)cc2)C1)c1ccc(S(=O)(=O)N2CCOCC2)cc1 (configuration not stated) | 0% | -26% | -25%
COc1ccc(Cn2ccnc2SCC(=O)Nc2nc3ccccc3s2)cc1 | 14% | ? | ?
O=C(C1=C(O)C(=O)N(CCN2CCOCC2)C1c1ccc(F)cc1)c1cccs1 (configuration not stated) | nt | 3% | -20%
COc1ccc(CN(CC2CCC(C(=O)O)CC2)C(=S)Nc2cccc(C)c2)cc1 (configuration not stated) | 0% | -16% | -4%
N#CCCn1cc(/C=N/O)c(-c2ccc(Cl)cc2)n1 | 6% | -6% | -16%
COc1cc(C(=O)NCCCN2CCCC2=O)cc(Br)c1OCc1ccccc1 | 2% | 18µM* | ?
CCOc1ccc(C(=O)NCCN2CCCCC2)c(OCC)c1 | 2% | -27% | 2%
CC(C)N1CCN(Cc2ccccc2-c2ccco2)CC1CCO (configuration not stated) | 6% | 10% | ?
OCCN1CCN(C(=S)c2ccc(-c3ccccc3)cc2)CC1 | 3% | -17% | 3%
Nc1nc(SCC(=O)Nc2ccccc2)[nH]c(=O)c1-c1ccccc1 | 4% | -8% | -12%
O=Nc1c(O)n(Cc2ccc(Cl)cc2)c2ccccc12 | 8% | -25% | 7%
Cc1ccc(OCC(=O)N2CCN(C(=O)c3cccc(F)c3)CC2)cc1 | 2% | -15% | -16%
CCN(CC(=O)Nc1c(F)cccc1F)C(=O)CN1C(=O)NC2(CCCC2)C1=O | nt | -15% | 11%
CCOc1cc(/C=N/NC(=O)c2ccncc2)ccc1OC(=O)c1ccccc1 | 2% | -8% | -3%
Cc1ccc(-c2ccccc2)n1-c1ccc(C(=O)O)cc1 | -3% | -10% | -21%
COC(=O)c1cccnc1-n1c(=O)c2cccnc2n(CC(=O)Nc2ccccc2F)c1=O | 9% | -8% | -2%
CCOc1ccc(Cl)cc1/C=N/NC(=O)c1ccccc1 | 3% | -26% | 11%
CN(C(=O)c1cccc(NC(=O)Cc2ccc(NC(=O)C3CCN(C(=O)CCc4ccccc4)CC3)cc2)c1)C1CCCCC1 | nt | 15µM* | 21µM*
CCn1ccnc1CN(C)Cc1nc(Cc2cccc(C(F)(F)F)c2)no1 | -6% | -14% | -3%
CCC1CCCCN1Cc1nc2c(c(=O)n(C)c(=O)n2C)n1CCC(C)C (configuration not stated) | 0% | 15µM* | 16µM*
CCOn1c(=O)c(=O)n(OC)c2ccccc21 | nt | -27% | 5%
CC(=O)N1c2ccc(S(=O)(=O)NCCC(=O)Nc3ncccc3C)cc2CC1C (configuration not stated) | 4% | 18% | -17%
CCC1CN(C(=O)Nc2ccc(C(=O)O)cc2)c2cc(Cl)ccc2O1 (configuration not stated) | 3% | -29% | -27%
CCOC(=O)c1cc(CC)sc1NC(=O)COC(=O)C1CCC1 | nt | 8% | 12%
COc1ccc(C(=O)CC(=O)C(=O)Nc2ccc(OC)c(Cl)c2)cc1 | nt | ? | -22%
O=C(NCC(c1ccco1)N1CCc2ccccc2C1)C(=O)Nc1ccc(F)cc1F (configuration not stated) | 1% | 21µM* | 18µM*
CC1C[N+](=C2C=C(N3CCOCC3)CC(C)(C)C2)CC(C)O1 (configuration not stated) | -1% | -3% | 29%
Cc1ccc(NC(=O)CSc2nc(-c3cccs3)nc3cc(=O)[nH]n23)cc1 | -3% | 2% | 3%
c1ccc(Oc2ccc(-c3cc(NCCc4cccnc4)n4nccc4n3)cc2)cc1 | nt | -29% | ?
O=C(CNC(=O)c1ccccn1)N=Nc1c(O)[nH]c2ccccc12 | -2%[0.0935 µM] | 15µM* | ?
CCOC(=O)N1CCN(C(=O)CSCc2ccc(Cl)cc2)CC1 | -3% | ? | ?
CCC(=O)N1CCc2cc(S(=O)(=O)NC(C(=O)N3CCc4ccccc4C3)C(C)C)ccc21 (configuration not stated) | 10% | -1% | -21%
Cc1ccc(NS(=O)(=O)c2ccc3c(c2)CC(=O)N3)cc1Cl | ? | -19% | -2%
CC(C)(C)[C@@H]1COC(=O)[C@@H](NC(=O)OCC2c3ccccc3-c3ccccc32)C/C=C\C[C@@H](CC(=O)NCCO)C(=O)N1 | ? | 12µM* | 18µM*
CC(C)Cn1c(N)c(C(=O)CSc2nc3ccccc3n2C)c(=O)n(C)c1=O | 2% | -30% | -14%
CC(NC(=O)c1nn(C)c2c1CSc1ccccc1-2)c1ccccc1 (configuration not stated) | -6% | ? | ?
Cc1ccc(C(C)NC(=O)Cn2nc(C)c([N+](=O)[O-])c2C)cc1 (configuration not stated) | 0% | ? | -10%
CCOC(=O)c1nnn(CC(=O)Nc2cccc(Cl)c2C)c1C(=O)OCC | -2% | -3% | ?
Cn1c(=O)c2c(nc(N3CCOCC3)n2Cc2ccccc2)n(C)c1=O | nt | 26µM* | ?
Cc1cc(C(=O)CSc2nc(N)cc(=O)[nH]2)c(C)n1CCc1ccc(F)cc1 | 10% | 12µM* | 18µM*
COc1cccc(-c2nnc(-c3ccccc3NC(=O)c3ccc(F)cc3F)o2)c1 | 7% | -19% | -4%
C=CCOc1ccc(/C=C2\N=C(C)OC2=O)cc1OC | 1% | -4% | -2%
COc1ccc(-n2cnnc2SCC(=O)Nc2cc(C)on2)cc1 | -5% | -2% | -9%
O=C(CSc1n[nH]c(C2CCCC2)n1)NC1CCCC1 | 0% | -19% | -7%
Cc1cccc(NC(=O)CSc2nc3ccc(NC(=O)c4ccco4)cc3s2)c1 | -2% | 2.6µM* | 10µM*
COc1cc(C(=O)N2CCCCC2c2cc(C(=O)Nc3ccccc3)no2)cc(OC)c1C (configuration not stated) | nt | ? | ?
CCC(=O)NC(c1cccs1)c1cc([N+](=O)[O-])c2cccnc2c1O (configuration not stated) | 4%&11% | ? | 21µM*
CC(=N)c1c(O)c2ccccc2oc1=O | 3% | 14% | -7%
CC(C)CCSc1nc2ccccc2[nH]1 | -5% | ? | -25%
Cc1ccccc1C(=O)N1CCC(C(=O)Nc2ccccc2Cl)CC1 | 2% | -3% | -1%
O=C(Nc1cccs1)N1CCN(c2ncccn2)CC1 | nt | -3% | 3%
CCC(=O)c1ccc(OCC(=O)OCC(=O)Nc2ccc(C)c(S(=O)(=O)N3CCCCC3)c2)cc1 | 0% | -14% | -20%
COc1cccc(/C=C/C(=O)OCC(=O)N(C)CC(=O)Nc2ccccc2Cl)c1OC | 0% | 6% | -1%
CC1(C)[C@H]2CC[C@]1(C)[C@@H](OC(=O)C[N+]1(C)CCOCC1)C2 | 1% | -19% | 24%

Next compounds.
Structure | TDP1 inh | DT40 TDP1 no CPT | DT40 TDP1 CPT
COc1cccc(CNC(=O)c2ccccc2N)c1 | 9% | -11% | -3%
Cc1ccc(/C=C/C(=O)O)cc1S(=O)(=O)NC1CCS(=O)(=O)C1 (configuration not stated) | 0% | -3% | 5%
O=[N+]([O-])c1ccc2cccnc2c1 | nt | -12% | 5%
O=C(c1ccc(Cl)cc1)N1CCC(C(=O)N2CCCc3ccccc32)CC1 | 2% | -25% | -25%
COc1ccc(/C=C2\C(=O)NC(=S)N2C(=O)c2ccc(C)cc2)cc1 | ? | 15µM* | ?
Cc1nc(Sc2cccn2C)c(C(F)(F)F)c(=O)[nH]1 | 2% | -23% | ?
Cc1ccc(N/C=C2\C(=O)N(c3ccc(F)cc3F)C(c3cccnc3)S2(=O)=O)cc1 (configuration not stated) | 4% | -24% | 4%
COc1ccc(C(C#N)=Cc2ccccc2OC)cc1 | nt | 5.2µM* | 6.5µM*
O=C(N/N=C/c1ccc[nH]1)c1c[nH]c2ccccc12 | 5% | 14% | 8%
CCOc1cc(Br)cc(C2NC(=O)c3c(sc4c3CCN(C)C4)N2)c1O (configuration not stated) | nt | ? | ?
Cc1ccccc1NC(=O)Cn1c(=O)n(-c2ccc(CC(=O)NCC3CCCO3)cc2)c(=O)c2ccccc21 (configuration not stated) | -3%&3% | 12%&-21% | 0%&-15%
Cn1c(N)c(Br)c(-c2ccc(F)cc2)c(C#N)c1=O | 8% | -15% | 0%
O=C(O)C1CC1C(=O)Nc1nc2c(Cl)cccc2s1 (configuration not stated) | nt | -5% | 0%
NCCC(=O)NCCc1cnc[nH]1 | 9%[56.1 µM] | 10% | -13%
C/C(=C(\C#N)C(=O)NCCCN1CCOCC1)N(C)C | 3% | -3% | -2%
COc1ccc(C(=O)C2CCCN(Cc3ccc(C#CCCO)cc3)C2)cc1F (configuration not stated) | 9% | ? | ?
COCCN(Cc1cccs1)S(=O)(=O)c1csc(C(N)=O)c1 | 0% | -29% | -1%
COc1ccc2[nH]c(C)c(C(=O)CN3CC(C)OC(C)C3)c2c1 (configuration not stated) | 2% | -13% | -11%
COc1ccc(C(C)C)cc1S(=O)(=O)N1CCC(C(=O)NCc2cccnc2)CC1 | 4% | ? | 3%
C=C[C@]1(C)C=C2CCC3[C@](C)(CCC[C@@]3(C)C(=O)O)C2CC1 (some centres not stated) | nt | ? | -28%
Cc1ccc(C)c(Nc2nc3ccc(C)cc3n3cnnc23)c1 | nt | ? | 2%
CN(C)C(=O)c1cc(Br)ccc1Cl | -1% | -9% | 2%
CCOC(=O)c1cnc(-n2nc(C)cc2C)nc1NC1CCCC1 | nt | 1.3µM* | 1.3µM*
COc1ccc(N2CCN(CC(O)COc3ccccc3[N+](=O)[O-])CC2)cc1 (configuration not stated) | 8% | -10% | 7%
CCOC(=O)c1[nH]c2c(c1-c1ccccc1)C(=O)CC(c1ccc(OCC)cc1)C2 (configuration not stated) | 4% | -1% | -25%
COc1cccc(Cn2c(=O)c(CCc3ccccc3)nc3cnc(OC)nc32)c1 | nt | 23µM* | ?
Cn1c(=O)n(C)c2cc(S(=O)(=O)NCCOCCO)ccc21 | 0% | -2% | 1%
O=C(Nc1nc(-c2ccc3ccccc3c2)cs1)C1CCN(S(=O)(=O)c2cccs2)CC1 | ? | ? | ?
COc1ccccc1C(=O)NC(=O)COC(=O)c1cnc(C)cn1 | 8%[0.505 µM] | 0% | 1%
